Tcruzi prolif: blocks T. cruzi growth in NIH3T3 culture | T. cruzi beta-gal in NIH3T3, GalScreen luminescence, 90 h | AID 624255 | inhibition, % at 8.34 µM | 5.9% of 77,000 active;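 active = mean inhibition above about 93%, with at least 55% of replicates each passing it, limit read from the data, passing the limit was not always enough; inconclusive = only one of those two conditions holds; inactive = neither condition holds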
Pf Dd2 growth: inhibitors of Plasmodium falciparum Dd2 growth; 2.3% of 94,000 active; AID 1159554; P. falciparum Dd2 growth, SYBR Green, 72 h; active compounds read low; activity change, % at 10 µM; in the data active = activity change below about -80%; inconclusive = no clear call, values can overlap the other calls
GASC1 inh: blocks human GASC-1 (KDM4C) demethylase activity; Q9H3R0; GST-KDM4C 2-372, H3K9me3 peptide, LANCE TR-FRET; inhibition, % at 12.5 µM; 0.15% of 96,000 active;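 active = mean replicate inhibition above about 25%, with at least 55% of replicates also reaching it, limit read from the data, passing the limit was not always enough; inconclusive = only one of those two conditions met; inactive = neither condition met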
Target sequence (Q9H3R0 2-372 limits assumed): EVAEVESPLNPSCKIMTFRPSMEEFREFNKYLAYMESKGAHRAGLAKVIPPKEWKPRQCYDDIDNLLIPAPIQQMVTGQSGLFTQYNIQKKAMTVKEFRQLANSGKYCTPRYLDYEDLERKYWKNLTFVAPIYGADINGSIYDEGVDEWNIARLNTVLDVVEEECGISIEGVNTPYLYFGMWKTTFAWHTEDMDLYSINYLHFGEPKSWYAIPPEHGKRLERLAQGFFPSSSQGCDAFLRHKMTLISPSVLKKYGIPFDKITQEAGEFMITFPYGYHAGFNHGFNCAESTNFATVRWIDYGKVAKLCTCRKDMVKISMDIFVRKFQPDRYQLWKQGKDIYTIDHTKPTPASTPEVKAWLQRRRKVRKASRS
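material = GST-tagged GASC-1 (JMJD2C) catalytic fragment, aa 2-372 | amount = enzyme final amount 10 nM | medium = HEPES buffer, pH 7.5, plus ascorbate | also added = H3K9me3 peptide substrate, Fe(II), 2-oxoglutarate | dosing = single dose | times = 30 min demethylation and 1 h detection at room temperature | detection = LANCE TR-FRET | read-out basis = Fall in 671/618 emission ratio as inhibition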
C diff HTS: blocks growth of Clostridium difficile | Clostridium difficile clinical isolate growth, OD600, 24 h; active compounds read low | growth activity, negative = inhibition, % at 16 µg/mL (by protocol) | 0.25% of 86,000 active;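 active = mean growth activity at or below -80% and every replicate also at or below -80%; inconclusive = mean at or below -80% but some replicate above -80%; inactive = mean growth activity above -80%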;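 also: 0% = DMSO wells and -100% = levofloxacin 16 µg/mL wells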
The depositor's hits bear a star.

How did C[C@H]1CCCCO[C@H](CN(C)Cc2ccc(C(F)(F)F)cc2)[C@@H](C)CN([C@@H](C)CO)C(=O)c2cc(NC(=O)Nc3cccc4ccccc34)ccc2O1 do in these assays?
Tcruzi prolif: inconclusive; Pf Dd2 growth: 2; GASC1 inh: -1.5; C diff HTS: 3

How did C[C@@H]1CN([C@@H](C)CO)C(=O)c2cccc(NS(C)(=O)=O)c2O[C@@H]1CN(C)S(=O)(=O)c1ccccc1 do in these assays?
Tcruzi prolif: 34; Pf Dd2 growth: -29; GASC1 inh: 2.4; C diff HTS: -6

Results for CCCNC(=O)C[C@H]1CC[C@@H]2[C@H](COc3ccc(NC(=O)c4cccc(C(F)(F)F)c4)cc3C(=O)N2C)O1 ?
Tcruzi prolif: -6; Pf Dd2 growth: 0; GASC1 inh: -0.8; C diff HTS: -4

What do the screens show for `CCCNC(=O)C[C@H]1CC[C@@H]2[C@H](COC[C@@H](O)CN2C(=O)Nc2ccc3c(c2)OCO3)O1`?
Tcruzi prolif: 33; Pf Dd2 growth: -5; GASC1 inh: 0.3

Results for COc1ccc(NC(=O)N(C)C[C@@H]2Oc3ccc(NC(=O)Nc4cccc5ccccc45)cc3C(=O)N([C@H](C)CO)C[C@H]2C)cc1 ?
Tcruzi prolif: -15; Pf Dd2 growth: 8; GASC1 inh: 1.2; C diff HTS: -4

How did COc1ccc(NC(=O)Nc2ccc3c(c2)CC(=O)N([C@H](C)CO)C[C@@H](C)[C@@H](CN(C)C)O3)cc1 do in these assays?
Pf Dd2 growth: 11; GASC1 inh: 0.9; C diff HTS: -2

What do the screens show for `C[C@@H]1CN([C@H](C)CO)C(=O)c2cc(N(C)C)ccc2O[C@@H](C)CCCCO[C@H]1CN(C)Cc1ccc(C(F)(F)F)cc1`?
Tcruzi prolif: 120*; Pf Dd2 growth: -23; GASC1 inh: -0.3; C diff HTS: 22

What do the screens show for `CNC[C@@H]1Oc2ccc(NC(=O)Nc3ccccc3)cc2CC(=O)N([C@@H](C)CO)C[C@@H]1C`?
Tcruzi prolif: 99; Pf Dd2 growth: 11; GASC1 inh: 0.9; C diff HTS: -3

How did O=C(C[C@H]1CC[C@H]2[C@@H](COC[C@@H](O)CN2C(=O)Nc2ccc(Cl)c(Cl)c2)O1)NCc1ccc(Cl)cc1 do in these assays?
Tcruzi prolif: 88; Pf Dd2 growth: 1; GASC1 inh: -0.6; C diff HTS: -69

How did CN(C)C(=O)C[C@@H]1CC[C@@H]2[C@H](COc3ccc(NC(=O)c4ccc(F)c(F)c4)cc3C(=O)N2C)O1 do in these assays?
Tcruzi prolif: -29; Pf Dd2 growth: -11; GASC1 inh: 1.3; C diff HTS: 4

What do the screens show for `C[C@H](CO)N1C[C@H](C)[C@H](CN(C)S(=O)(=O)c2cccs2)OCCCC[C@H](C)Oc2ccc(NS(=O)(=O)c3cn(C)cn3)cc2C1=O`?
Pf Dd2 growth: -10; GASC1 inh: 0.7; C diff HTS: -5

Results for C/C=C/c1ccc2c(c1)O[C@H](CN(C)C(=O)c1cnccn1)[C@H](C)CN([C@H](C)CO)S2(=O)=O ?
Pf Dd2 growth: 15; GASC1 inh: -0.8; C diff HTS: -1

How did C[C@H](CO)N1C[C@H](C)[C@@H](CN(C)Cc2ccccc2)Oc2cc(C#C[C@@H](C)O)ccc2S1(=O)=O do in these assays?
Tcruzi prolif: 34; Pf Dd2 growth: -28; C diff HTS: -6

How did O=C(O)C[C@@H]1C=C[C@@H](NC(=O)c2ccncc2)[C@H](CO)O1 do in these assays?
Tcruzi prolif: -13; Pf Dd2 growth: 8; GASC1 inh: 6.6

How did COc1ccc(CN(C)C[C@H]2Oc3ccc(NC(=O)Cc4ccccc4)cc3C(=O)N([C@@H](C)CO)C[C@@H]2C)cc1 do in these assays?
Tcruzi prolif: -16; Pf Dd2 growth: -7; GASC1 inh: -0.7; C diff HTS: -5

How did C[C@H](CO)N1C[C@H](C)[C@H](CN(C)Cc2ccc(-c3ccccc3)cc2)Oc2c(NC(=O)c3ccncc3)cccc2C1=O do in these assays?
Tcruzi prolif: 99*; Pf Dd2 growth: -73; GASC1 inh: -0.6; C diff HTS: 3

What do the screens show for `C[C@@H]1CCCCO[C@@H](CN(C)Cc2ccc(Cl)c(Cl)c2)[C@H](C)CN([C@H](C)CO)C(=O)c2cc(NC(=O)CCC(F)(F)F)ccc2O1`?
Tcruzi prolif: inconclusive; Pf Dd2 growth: -88*; GASC1 inh: 0.0; C diff HTS: -12

How did COc1ccccc1S(=O)(=O)N[C@H]1C=C[C@@H](CC(=O)N2CCOCC2)O[C@H]1CO do in these assays?
Tcruzi prolif: 31; Pf Dd2 growth: -17; GASC1 inh: -1.0; C diff HTS: -2

Results for COc1ccc2c3c([nH]c2c1)[C@H](CO)N(Cc1cccc(F)c1)CC31CCN(C(C)=O)CC1 ?
Pf Dd2 growth: -83*; GASC1 inh: -0.4; C diff HTS: 4

What do the screens show for `CO[C@@H](CN(C)Cc1ccc2c(c1)OCO2)[C@H](C)CN(C(=O)Nc1ccc(F)cc1)[C@H](C)CO`?
Tcruzi prolif: -40; Pf Dd2 growth: -23; GASC1 inh: -1.9

How did CO[C@H](CN(C)C(=O)c1ccccc1F)[C@@H](C)CN([C@@H](C)CO)S(=O)(=O)c1ccc(F)cc1 do in these assays?
Tcruzi prolif: 18; Pf Dd2 growth: 27; GASC1 inh: 0.8

How did Cc1noc(C)c1S(=O)(=O)Nc1ccc2c(c1)CC(=O)N([C@@H](C)CO)C[C@H](C)[C@@H](CN(C)S(=O)(=O)c1ccccc1)O2 do in these assays?
Tcruzi prolif: 19; Pf Dd2 growth: -13; GASC1 inh: -1.9; C diff HTS: -2

What do the screens show for `COCCNC(=O)C[C@H]1C[C@@H]2c3cc(NC(=O)C4CCOCC4)ccc3O[C@@H]2[C@H](CO)O1`?
Tcruzi prolif: 37; Pf Dd2 growth: 3; GASC1 inh: 1.7

What do the screens show for `O=C(C[C@@H]1C=C[C@H](NC(=O)Nc2ccc(C(F)(F)F)cc2)[C@H](CO)O1)NCc1cc(F)cc(F)c1`?
Tcruzi prolif: 39; Pf Dd2 growth: 16; GASC1 inh: 0.9; C diff HTS: 13

How did CS(=O)(=O)N1CCCCN2[C@@H](CO)[C@@H](c3ccc(Br)cc3)[C@@H]2C1 do in these assays?
Tcruzi prolif: -42; Pf Dd2 growth: -12; GASC1 inh: 2.6; C diff HTS: 2

What do the screens show for `COc1ccccc1S(=O)(=O)N[C@@H]1CC[C@H](CC(=O)NCc2cc(F)cc(F)c2)O[C@H]1CO`?
Pf Dd2 growth: 13; GASC1 inh: 0.3; C diff HTS: 2

Results for O=C(Nc1ccc2c(c1)[C@@H]1C[C@H](CC(=O)N3CCOCC3)O[C@@H](CO)[C@@H]1O2)NC1CCCCC1 ?
Tcruzi prolif: 22; Pf Dd2 growth: 25; GASC1 inh: -2.8

What do the screens show for `C[C@@H]1CN([C@H](C)CO)C(=O)c2cc(NC(=O)C3CC3)ccc2O[C@H]1CN(C)S(=O)(=O)c1ccc(F)cc1`?
Tcruzi prolif: 48; Pf Dd2 growth: 18; GASC1 inh: -0.7; C diff HTS: -1

How did O=C(NC[C@@H]1CC[C@@H]2[C@@H](CN2Cc2ccccc2F)O1)C1CC1 do in these assays?
Pf Dd2 growth: 31; C diff HTS: 1

How did COc1ccc(NC(=O)N2C[C@H](O)COC[C@H]3O[C@H](CC(=O)NCc4ccccc4OC)CC[C@@H]32)cc1 do in these assays?
Tcruzi prolif: -7; Pf Dd2 growth: -8; GASC1 inh: -0.2

Results for C[C@H](CO)N1C[C@H](C)[C@@H](CN(C)C(=O)c2cccnc2)Oc2ncc(C3=CCCCC3)cc2C1=O ?
Pf Dd2 growth: -14; GASC1 inh: 1.3; C diff HTS: 1

How did C[C@@H]1CCCCO[C@@H](CN(C)S(=O)(=O)c2ccc(Cl)cc2)[C@H](C)CN([C@@H](C)CO)C(=O)c2cc(N(C)C)ccc2O1 do in these assays?
Tcruzi prolif: 81; Pf Dd2 growth: -79; GASC1 inh: -2.1; C diff HTS: -5

How did COc1ccc(S(=O)(=O)N(C)C[C@H]2Oc3ccc(NC(=O)C4CC4)cc3CC(=O)N([C@@H](C)CO)C[C@H]2C)cc1 do in these assays?
Tcruzi prolif: 34; Pf Dd2 growth: -14; GASC1 inh: -0.4; C diff HTS: 1

Results for O=C(C[C@@H]1CC[C@@H]2[C@H](COC[C@H](O)CN2Cc2ccc3c(c2)OCO3)O1)Nc1ccccc1 ?
Tcruzi prolif: 59; Pf Dd2 growth: -4; GASC1 inh: 0.8; C diff HTS: 4

What do the screens show for `Cc1noc(C)c1NC(=O)N(C)C[C@@H]1OCc2ccccc2-c2c(n(C)c3ccccc23)C(=O)N([C@@H](C)CO)C[C@H]1C`?
Tcruzi prolif: -51; Pf Dd2 growth: 38; GASC1 inh: -1.3; C diff HTS: 1

How did C[C@@H]1CN([C@@H](C)CO)C(=O)c2cc(NS(=O)(=O)c3ccc(Cl)cc3)ccc2O[C@@H]1CN(C)S(=O)(=O)c1cccs1 do in these assays?
Tcruzi prolif: 72; Pf Dd2 growth: 11; GASC1 inh: -1.4; C diff HTS: -3

What do the screens show for `CC(C)NC(=O)NCC[C@H]1CC[C@H](NC(=O)CCN2CCCCC2)[C@H](CO)O1`?
Tcruzi prolif: 7; Pf Dd2 growth: 7; GASC1 inh: 1.0; C diff HTS: -1

How did COc1ccc(NC(=O)Nc2ccc3c(c2)C(=O)N([C@@H](C)CO)C[C@@H](C)[C@@H](CN(C)S(C)(=O)=O)OCCCC[C@@H](C)O3)cc1 do in these assays?
Tcruzi prolif: -60; Pf Dd2 growth: -1; GASC1 inh: 0.8; C diff HTS: 1

How did C[C@@H]1CCCCO[C@@H](CN(C)Cc2ccc(Cl)c(Cl)c2)[C@H](C)CN([C@H](C)CO)C(=O)c2cc(NS(=O)(=O)c3ccccc3)ccc2O1 do in these assays?
Tcruzi prolif: 99; Pf Dd2 growth: -79; GASC1 inh: 1.5; C diff HTS: 0

How did N#C[C@@H]1[C@H](c2ccc(-c3ccccc3F)cc2)[C@H](CO)N1C(=O)Cc1ccccc1 do in these assays?
Tcruzi prolif: 76; Pf Dd2 growth: 3; GASC1 inh: 0.4; C diff HTS: 3

Results for C[C@@H]1CCCCO[C@H](CN(C)CC2CCCCC2)[C@@H](C)CN([C@@H](C)CO)C(=O)c2cc(NS(=O)(=O)c3cccs3)ccc2O1 ?
Tcruzi prolif: 43; Pf Dd2 growth: -6; GASC1 inh: 0.2; C diff HTS: -1

Results for CC(C)NC(=O)Nc1ccc2c(c1)C(=O)N([C@@H](C)CO)C[C@@H](C)[C@H](CN(C)C(=O)Nc1ccc(C(F)(F)F)cc1)OCCCC[C@@H](C)O2 ?
Tcruzi prolif: 102*; Pf Dd2 growth: -29; GASC1 inh: -2.2; C diff HTS: 0

What do the screens show for `C[C@H]1CCCCO[C@H](CN(C)S(C)(=O)=O)[C@@H](C)CN([C@@H](C)CO)C(=O)c2cc(NC(=O)C3CCCCC3)ccc2O1`?
Tcruzi prolif: 13; Pf Dd2 growth: -26; GASC1 inh: 0.7; C diff HTS: -2

What do the screens show for `C/C=C/c1ccc2c(c1)O[C@H](CN(C)C(=O)CN1CCOCC1)[C@@H](C)CN([C@@H](C)CO)S2(=O)=O`?
Tcruzi prolif: -34; Pf Dd2 growth: 23; GASC1 inh: 0.1; C diff HTS: -2

How did CO[C@@H]1CN(C)C(=O)c2ccc(NC(=O)Cc3ccccc3)cc2OC[C@@H](C)N(C)C[C@H]1C do in these assays?
Tcruzi prolif: -20; Pf Dd2 growth: -16; GASC1 inh: 0.0; C diff HTS: 20

How did O=C1CNC[C@H]2[C@H](c3ccc(C#CC4CCCC4)cc3)[C@@H](CO)N12 do in these assays?
Pf Dd2 growth: 23; GASC1 inh: 0.5; C diff HTS: -21

Results for CN1C(=O)c2cc(NC(=O)c3cccc(C(F)(F)F)c3)ccc2OC[C@@H]2O[C@H](CC(=O)NCCN3CCCC3)CC[C@H]21 ?
Tcruzi prolif: -4; Pf Dd2 growth: -1; GASC1 inh: 2.9; C diff HTS: -6

Random excerpt: 4 compounds from above
Results for CC(C)NC(=O)Nc1ccc2c(c1)C(=O)N([C@@H](C)CO)C[C@@H](C)[C@H](CN(C)C(=O)Nc1ccc(C(F)(F)F)cc1)OCCCC[C@@H](C)O2 ?
Tcruzi prolif: 102*; Pf Dd2 growth: -29; GASC1 inh: -2.2; C diff HTS: 0

How did COc1ccc(NC(=O)Nc2ccc3c(c2)C(=O)N([C@@H](C)CO)C[C@@H](C)[C@@H](CN(C)S(C)(=O)=O)OCCCC[C@@H](C)O3)cc1 do in these assays?
Tcruzi prolif: -60; Pf Dd2 growth: -1; GASC1 inh: 0.8; C diff HTS: 1

Results for CN1C(=O)c2cc(NC(=O)c3cccc(C(F)(F)F)c3)ccc2OC[C@@H]2O[C@H](CC(=O)NCCN3CCCC3)CC[C@H]21 ?
Tcruzi prolif: -4; Pf Dd2 growth: -1; GASC1 inh: 2.9; C diff HTS: -6

What do the screens show for `C[C@H]1CCCCO[C@H](CN(C)S(C)(=O)=O)[C@@H](C)CN([C@@H](C)CO)C(=O)c2cc(NC(=O)C3CCCCC3)ccc2O1`?
Tcruzi prolif: 13; Pf Dd2 growth: -26; GASC1 inh: 0.7; C diff HTS: -2

Assay outcomes deposited in PubChem BioAssay by Broad Institute.
